Cdc42 wt = human Cdc42 wildtype GTP binding change, either direction | P60953 | GST-Cdc42 beads, Bodipy-GTP binding, flow cytometry; actives lie on both sides | percent activity (GTP binding), % at 10 µM | 190,000 tested, 0.2% active | AID 761;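 active = percent activity GTP binding at least 20 points away from the 100% baseline, either down as inhibitor or up as activator; inconclusive = compound flagged as likely green fluorescent from well-wide comparison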;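 note: median bead fluorescence of bound Bodipy-FL-GTP at 100 nM; 0% = excess unlabeled GTP control and 100% = no compound control; below 100% means less GTP binding so inhibitor and above means activator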
Target sequence (P60953 whole entry, looked up): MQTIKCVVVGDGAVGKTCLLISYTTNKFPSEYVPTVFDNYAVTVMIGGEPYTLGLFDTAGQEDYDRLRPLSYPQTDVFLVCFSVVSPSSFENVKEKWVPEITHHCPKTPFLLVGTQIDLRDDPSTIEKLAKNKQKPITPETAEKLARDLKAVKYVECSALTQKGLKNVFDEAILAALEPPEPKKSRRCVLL
Pf gametocyte = P. falciparum stage V gametocyte viability inhibition; P. falciparum stage V gametocytes, ATP luminescence, 24 h; inhibition, % at 10.9 µM; 150,000 tested, 0.065% active;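 active = inhibition above the mean plus 3 SD of compounds within the control limits, set per campaign, cut at about 38% in these data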;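 note: 0% = DMSO wells and 100% = medium only without gametocytes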
Rac1 wt modul = human Rac1 wildtype GTP binding, inhibitors and activators; GST-Rac1 beads, fluorescent GTP binding, flow cytometry; actives lie on both sides; 0 = cold GTP competed, 100 = untreated; GTP binding activity (% of control), % at 10 µM; 190,000 tested, 0.27% active; AID 757;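 active = GTP binding activity at least 20 points away from the 100% control level, either lower or higher; inconclusive = compound flagged as likely green fluorescent, judged across all proteins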
Avidin bead fluor = avidin bead compound fluorescence profile; 220,000 tested, 0.38% active; Avidin beads, compound fluorescence 488/530 nm, flow cytometry; hits give high values; fluorescence (KMESF) at 10 µM; in the data active = fluorescence above about 47; note: inactives centre near 10
Rab2 wt GTP = changes GTP binding to wildtype dog Rab2A, up or down; GTP binding activity, % at 10 µM; GST-Rab2 wt beads, Bodipy-GTP binding, flow cytometry; P61105; 190,000 tested, 0.19% active;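 active = GTP binding activity at least 20 points away from 100%, either lowered or raised; inconclusive = signal likely due to the compound's own green fluorescence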;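 note: 0% = beads with excess unlabeled GTP and 100% = no-compound control corrected for plate trend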
HRas wt GTP bind = human HRas wildtype GTP binding, change in either direction. 190,000 tested, 0.14% active. P01112. GTP binding activity, % at 10 µM. GST-Ras wt beads, Bodipy-FL-GTP binding, flow cytometry; actives lie on both sides. AID 759;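 active = GTP binding activity at least 20% away from the 100% baseline, either lowered as inhibitor or raised as activator; inconclusive = flagged as likely green fluorescent, judged across all proteins in the well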;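 note: 0% = unlabeled GTP competition control and 100% = no-compound control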
Target sequence (P01112 whole entry, looked up): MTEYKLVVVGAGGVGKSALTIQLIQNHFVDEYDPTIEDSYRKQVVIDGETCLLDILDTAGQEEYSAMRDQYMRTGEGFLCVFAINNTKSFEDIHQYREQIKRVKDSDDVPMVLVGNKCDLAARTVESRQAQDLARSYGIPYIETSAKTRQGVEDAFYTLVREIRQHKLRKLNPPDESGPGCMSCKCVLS
Rac1 act GTP bind = human Rac1 activated mutant GTP binding change. P63000. GST-Rac1 activated beads, fluorescent GTP binding, flow cytometry; actives lie on both sides; 100% means binding = to untreated wells. percent activity (GTP binding), % at 10 µM. 190,000 tested, 0.11% active. AID 764;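 active = GTP binding at least 20 percentage points away from the 100% baseline, in either direction, so actives lie on both sides; inconclusive = Compound likely fluorescent itself, or too few beads counted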
Mcl1-Bid inh = disrupts binding of human Mcl-1 to Bid peptide; TR-FRET Mcl-1/Bid-Dy647 peptide binding, 1536-well; inhibition, % at 21.7 µM; 220,000 tested, 0.97% active; AID 1021;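 active = compounds that cut the binding signal by more than half at the single screening dose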;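 note: His-tagged Mcl-1 with europium anti-His antibody binding Bid BH3 peptide; 0% = Mcl-1 plus peptide wells and 100% = peptide-only wells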
Target sequence (Q07820 whole entry, looked up): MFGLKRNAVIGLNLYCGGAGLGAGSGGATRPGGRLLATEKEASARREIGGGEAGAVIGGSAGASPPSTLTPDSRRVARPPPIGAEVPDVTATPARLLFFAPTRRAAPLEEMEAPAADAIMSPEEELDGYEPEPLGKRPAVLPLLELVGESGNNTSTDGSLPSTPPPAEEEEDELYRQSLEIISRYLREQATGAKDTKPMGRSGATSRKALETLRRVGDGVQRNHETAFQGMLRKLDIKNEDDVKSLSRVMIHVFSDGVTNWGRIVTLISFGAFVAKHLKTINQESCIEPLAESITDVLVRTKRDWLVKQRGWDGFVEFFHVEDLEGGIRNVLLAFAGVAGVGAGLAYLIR
Rab7 wt modul = dog Rab7 wildtype GTP binding, inhibitors and activators | AID 758 | GST-Rab7 beads, fluorescent GTP binding, flow cytometry; actives lie on both sides; untreated = 100%, excess cold GTP = 0% | GTP binding activity (percent of control), % at 10 µM | 190,000 tested, 0.055% active;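 active = fluorescent GTP binding to Rab7 beads changed by at least 20 points from the 100% baseline, either direction, mostly lower; inconclusive = compound itself probably fluorescent, or too few beads counted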;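 note: median green fluorescence of bound Bodipy-FL-GTP per Rab7 bead population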
Mcl1-Noxa inh = disrupts binding of human Mcl-1 to Noxa peptide | Q07820 | TR-FRET Mcl-1/Noxa peptide binding, 2 h | inhibition, % at 21.7 µM | 220,000 tested, 1.5% active | AID 1022;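 active = compounds that cut the protein-peptide binding signal by more than 50% relative to plate controls in a single-dose test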;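 note: His-tagged Mcl-1 with rhodamine Noxa BH3 peptide and terbium anti-His antibody; 0% = Mcl-1 plus Noxa peptide wells and 100% = peptide-only wells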
Bim-Mcl-1 = human Bim-Mcl-1 interaction inhibition; Bead-based flow cytometry, Bim peptide-Mcl-1 binding; Q07820; inhibition, % at 10 µM; AID 1009; 190,000 tested, 0.1% active; in the data active = inhibition above about 40%;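 note: 0% = no compound tracer wells and 100% = peptide blocker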
Numbers without * were called inactive; ? = inconclusive; nt = no result given.

SMILES	Cdc42 wt	Pf gametocyte	Rac1 wt modul	Avidin bead fluor	Rab2 wt GTP	HRas wt GTP bind	Rac1 act GTP bind	Mcl1-Bid inh	Rab7 wt modul	Mcl1-Noxa inh	Bim-Mcl-1
CCOC(=O)c1c(/N=C/N(C)C)sc(/C=N/Nc2ccccc2)c1-c1ccccc1Cl	105	5	106	21	97	100	101	-6	99	14	-1
O=C(N/N=C/c1ccc(Sc2nc3ccccc3[nH]2)o1)c1ccncc1	98	-37	99	3	96	99	99	-18	101	-2	-33
N#CC(c1ccc(F)cc1)c1ccc(C(=O)c2ccccc2)cc1 (configuration not stated)	99	nt	104	9	100	101	100	-4	99	3	0
COc1cccc(OCCCCCCN2CCOCC2)c1	96	nt	95	10	97	98	97	-3	99	-3	-6
NNc1nc(C(F)(F)F)nc2ccccc12	95	16	93	6	97	95	94	-33	102	11	-1
CCOc1ccc(N2C(=O)C3=C(C(c4ccc(Cl)cc4)=NCCN3)C2c2cccnc2)cc1 (configuration not stated)	104	8	102	6	105	100	98	-9	109	20	0
CS(=O)(=O)c1ccccc1-c1nc(-c2ccc([N+](=O)[O-])cc2)no1	97	26	102	11	99	99	96	8	105	1	-2
Cc1ccc(-c2nnnn2-c2ccc(C)cc2)cc1	100	-13	96	9	94	91	94	-4	91	6	-1
Cc1ccc(Nc2nc3ccccc3nc2Nc2c(C)n(C)n(-c3ccccc3)c2=O)cc1	100	0	100	5	95	97	99	-8	95	-8	-2
O=[N+]([O-])c1cccc(Nc2c3ccccc3nc3ccccc23)c1	94	-1	93	10	97	94	96	-10	101	39	-1
O=C(/C=C/c1ccc([N+](=O)[O-])s1)N1CCCCC1	97	nt	99	11	100	99	93	8	105	7	0
COc1ccc2c(c1OC)C(=O)N1c3ccccc3C(=O)N(c3ccccc3F)C21 (configuration not stated)	100	nt	101	6	96	96	96	-7	97	1	0
O=C1S/C(=C/c2ccc(N3CCOCC3)o2)C(=O)N1Cc1ccc(F)cc1	?	4	?	10	?	?	?	12	?	35	0
COc1ccc(CN(CC2CCC(C(=O)O)CC2)C(=S)Nc2cc(C)ccc2C)cc1 (configuration not stated)	101	15	101	13	102	100	97	-16	105	2	0
COc1cccc(CNC(=O)CCC2CCCN(C(=O)C3CCOCC3)C2)c1 (configuration not stated)	99	-24	101	5	101	101	96	-23	106	3	-2
O=C(CSc1nnc(-c2ccc(F)cc2)o1)Nc1ccc(S(=O)(=O)N2CCCC2)cc1	96	nt	98	6	97	97	96	-17	98	-37	-1
Cc1ccc(NCC(=O)N/N=C/c2c[nH]c3ccccc23)cc1	?	-3	?	17	?	?	?	-36	?	-13	-2
Cc1cccc(NS(=O)(=O)c2cc([N+](=O)[O-])ccc2C)n1	?	-14	?	9	?	?	?	-28	?	15	-2
CCOC(=O)C(=O)Nc1ccc(S(=O)(=O)Nc2ncccn2)cc1	101	nt	102	15	102	102	99	11	104	21	0
COc1ccc(OC)c(C2CC(=O)Nc3n[nH]c(-c4ccccc4)c32)c1 (configuration not stated)	?	20	?	9	?	?	?	-29	?	-2	2
CCCCCCCCCCCCCCCC(=O)NCCc1c[nH]c2ccccc12	99	nt	99	6	99	98	95	-20	103	-15	0
Cc1cccc(NC(=O)CCC(=O)N/N=C/c2ccco2)c1	97	-27	102	11	102	101	101	-27	101	8	-2
CCOC(=O)c1cnc2cc(-c3ccc(Cl)cc3)nn2c1N	104	10	101	6	103	103	101	-14	99	15	1
C=CCNC(=O)CC(C)C(CCCCC)C(=O)O (configuration not stated)	101	nt	100	5	102	100	98	-29	94	-9	-2
CN(c1ccccc1)c1ccc(/C=C/[N+](=O)[O-])cc1	95	4	100	16	95	96	100	16	98	10	-3
CSc1ccccc1NC(=O)NCCCl	100	-17	103	8	100	99	98	-9	105	6	-2
Cc1cc(C)nc(SCC(=O)Nc2ccc(S(=O)(=O)N3CCCCC3)cc2)n1	104	nt	101	12	104	103	102	-13	99	10	-2
CC(=O)c1cc(N2CCOCC2)ccc1[N+](=O)[O-]	98	-2	100	9	91	96	95	6	93	10	0
O=C(O)c1ccc(N2C(=O)/C(=C/c3ccc(-c4ccc([N+](=O)[O-])cc4)o3)C=C2c2ccccc2)cc1	75*	nt	79*	29	80	86	79*	99*	92	108*	3
CC1C(=O)Nc2ccccc2N1C(=O)c1ccccc1 (configuration not stated)	97	-20	99	11	100	99	97	-17	104	-15	0
COc1cc(/C=N/NC(=O)c2cccs2)ccc1OCc1ccccc1	103	-20	106	34	104	103	103	0	106	-22	-3
CCOC(=O)CC(=O)CSCC(=O)Nc1ccc(C)cc1	102	nt	101	4	102	102	98	-21	100	-9	0
Cc1nn(-c2ccccc2)c(C)c1C(=O)OCC(=O)N1CC(=O)Nc2ccccc21	97	13	98	18	96	98	97	-47	97	15	-5
Cc1cccc(C)c1NC(=O)CSc1nnc(C)n1-c1ccccc1	100	-4	100	28	99	101	101	-4	100	3	0
COc1ccccc1-c1cc(C(=O)NCc2ccccc2)no1	98	nt	99	48*	98	97	94	7	98	1	0
Cc1ccc(-n2c(SCC(=O)NCC3CCCO3)nc3c(c2=O)SCC3)cc1 (configuration not stated)	99	nt	99	13	96	99	95	-31	95	1	0
Cc1cccc(-c2cc3nc4c(c(N5CCOCC5)n3n2)CCCC4)c1	105	16	107	10	103	105	103	-24	103	-5	11
C/C(CC(=O)Nc1ccc2c(c1)OCO2)=N\NC(=O)C(c1ccccc1)c1ccccc1	100	9	105	1	97	99	102	-23	99	9	-3
Cc1nnc(-c2ccc(Oc3ccc(C)c(C)c3)c([N+](=O)[O-])c2)o1	101	-19	100	11	100	101	100	8	95	-15	-3
C=CCOc1cccc(C2C(C(=O)c3ccco3)=C(O)C(=O)N2Cc2ccncc2)c1 (configuration not stated)	101	nt	109	6	99	102	98	-24	99	-6	-1
O=C1c2cccnc2C(Nc2ccc(Br)cc2)N1Cc1cccs1 (configuration not stated)	97	-8	101	12	95	100	95	62*	101	28	1
COc1ccc(-n2c(CNC(=O)c3cccs3)n[nH]c2=S)cc1	102	17	102	8	98	100	96	-23	98	5	-3
Cc1cc2c(cc1C)NC(c1nc3ccccc3[nH]1)C1=C(CC(C)(C)CC1=O)N2 (configuration not stated)	101	nt	101	12	99	101	99	-42	98	7	-2
O=C(COc1ncnc2c1cnn2-c1ccccc1)Nc1ccc(S(=O)(=O)N2CCCCC2)cc1	99	nt	104	11	99	101	98	-3	100	-21	-6
Cc1nc2ccccc2n1CCc1nc2c3ccccc3nc(SCC(=O)NCc3ccco3)n2n1	99	nt	107	30	97	99	97	9	98	12	-1
Cc1ccc(/C=C/C(=O)N2CCN(c3cccc(C(F)(F)F)c3)CC2)cc1	96	18	96	11	92	96	92	9	100	8	-6
O=[N+]([O-])c1nn(-c2ccc3c(c2)OCCO3)n(O)c1=NCCCO	106	-4	101	14	105	101	100	-8	99	-16	-2
O=C(Nc1ccc(Cl)cc1Cl)c1n[nH]c(Cn2cncn2)n1	103	7	101	18	105	107	98	-28	108	2	-2
Cc1ccc(OCCCCn2ccnc2)c(Cl)c1	105	nt	104	21	101	102	105	12	98	-4	-2
CN1C(=O)c2ccccc2Sc2ccc(NC(=O)N3CCOCC3)cc21	100	17	99	11	98	101	94	-12	103	-6	0
CN1CCN(c2ccccc2NC(=O)c2ccc(Br)o2)CC1	103	2	103	6	102	102	100	-29	103	8	0
Cc1cc(=O)oc2cc(OCC#N)ccc12	93	nt	94	7	96	94	94	3	94	-2	-1
COc1cccc2c(=O)c3ccoc3n(C)c12	94	nt	94	7	92	95	95	4	95	2	0
Cc1ccccc1Cn1c(-c2cncs2)nc2ccccc21	97	nt	98	8	97	98	95	-8	99	4	4
COCCCN(C(C)=O)c1nc(-c2ccccc2)cs1	100	nt	97	17	97	98	97	-14	94	5	-1
O=C(Nc1ccc(F)cc1F)c1ccc(-n2cccn2)nc1	99	6	101	10	99	97	98	-10	102	7	-3
O=C(CCl)NC(Cc1ccccc1)c1ccccc1 (configuration not stated)	95	nt	91	20	96	95	93	-5	103	-7	-1
Cc1ccc(SCc2cc(-c3ccc(Cl)cc3)no2)cc1	100	-4	102	35	99	99	96	-2	99	-13	0
CCOC(=O)c1c(C)nc2cc(C)cc(C)n12	96	15	96	6	97	98	93	-28	96	0	0
CC(=O)NC(=S)Nc1ccc(S(=O)(=O)N2CCOCC2)cc1	94	nt	96	9	98	97	93	-37	100	5	-3

The results go on.
SMILES	Cdc42 wt	Pf gametocyte	Rac1 wt modul	Avidin bead fluor	Rab2 wt GTP	HRas wt GTP bind	Rac1 act GTP bind	Mcl1-Bid inh	Rab7 wt modul	Mcl1-Noxa inh	Bim-Mcl-1
COC(CNC(=S)Nc1ccc([N+](=O)[O-])cc1)OC	103	-3	106	14	101	103	105	-56	98	7	0
COc1ccc2c(c1OC)C(=O)N(c1cccc(C(F)(F)F)c1)C2	104	-12	106	6	95	99	101	-2	94	12	-2
O=C(Nc1nnc(-c2ccc(Cl)cc2)o1)Nc1ccccc1Cl	102	nt	101	12	99	100	100	-22	100	17	-1
O=C(CCNC(=O)c1ccco1)Nc1ccc(SC(F)F)cc1	94	3	92	10	97	93	94	-8	101	12	-3
Cc1cccc(NC(=O)N2CCC(n3nnc4cc(C)ccc43)CC2)c1	93	nt	99	14	98	97	93	-19	105	15	-3
CC(=O)Nc1ccc(OCC(=O)NC(C)c2ccc(F)cc2)cc1 (configuration not stated)	97	-3	96	32	99	99	98	-20	110	10	0
O=C(CN(C(=O)CCC(=O)Nc1nccs1)c1ccc(F)cc1)NCc1ccco1	97	-3	96	14	96	97	94	-27	94	-10	0
Cc1ccnc(NC(=O)Cn2cc([N+](=O)[O-])cn2)c1	100	1	98	10	99	98	95	-4	104	-1	0
CC1(C)CC1C(=O)Nc1ccc([N+](=O)[O-])cc1Br (configuration not stated)	98	nt	98	10	98	98	100	-1	97	8	28
O=C(Nc1ccccc1N1CCOCC1)c1cnccn1	107	nt	102	27	105	107	100	-10	106	-1	0
O=C(C1CC1)N1CCN(S(=O)(=O)c2ccc3c(c2)OCCO3)CC1	101	-7	102	10	99	98	97	-21	95	-9	2
